Source: PubChem (National Center for Advancing Translational Sciences (NCATS))
GCN5L2 inh – inhibitors of human GCN5L2 histone acetyltransferase; GCN5L2 HAT assay, ThioGlo1 CoA-SH fluorescence; Potency, µM (series often up to 58.9 µM), without a hit: top-dose activity change, negative = inhibition, hits mostly inhibitors; 390,000 compounds, 0.21% hits; AID 504327
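Preincubate 20nM GCN5L2 with compound 15 min, RT → add 50uM ThioGlo1 + 75uM H3(1-25) + 70uM acetyl-CoA → read fluorescence 0 and 20 min. Primary qHTS; fluorescent artifacts likely.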
FEN1 inh – human FEN1 inhibition. P39748. Recombinant FEN1 flap cleavage, fluorescence, 15 min. Potency, µM (titrated, usually from 114 µM), inactives show at the highest dose activity change, negative = inhibition, actives largely listed as inhibitors. 390,000 compounds, 0.35% hits; also: nearly all actives have a fitted effect of over 65% in size
Target sequence (P39748 whole entry, looked up): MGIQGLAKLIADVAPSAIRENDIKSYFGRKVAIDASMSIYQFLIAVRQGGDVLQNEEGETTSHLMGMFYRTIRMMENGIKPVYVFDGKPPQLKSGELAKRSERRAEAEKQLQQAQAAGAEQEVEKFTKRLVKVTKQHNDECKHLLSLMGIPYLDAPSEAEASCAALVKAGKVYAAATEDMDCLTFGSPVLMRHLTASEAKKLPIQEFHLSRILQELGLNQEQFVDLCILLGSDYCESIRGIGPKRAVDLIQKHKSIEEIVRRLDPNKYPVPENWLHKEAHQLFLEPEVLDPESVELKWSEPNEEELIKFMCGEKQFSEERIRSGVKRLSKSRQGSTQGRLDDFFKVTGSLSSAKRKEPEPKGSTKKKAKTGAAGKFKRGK
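With each library titrated from low to high concentration, compounds met 10 nM FEN1 for 15 min at room temperature before 50 nM substrate was added; readings at 0 and 15 min fed four-parameter Hill curve fits.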
N370S GC mod – N370S glucocerebrosidase modulation, Gaucher chaperone candidate; N370S GC spleen homogenate, 4MU-glucoside fluorescence; Potency, µM (doses to about 59.4 µM), without a hit: top-dose activity change, negative = inhibition, usual class: inhibitors; 330,000 compounds, 0.092% hits;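 also: 0% = full enzyme activity and -100% = no enzyme basal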
* hit, by the source's call; ? = inconclusive; . = no result given; [ ] = dose if it differs, or a comment. Calls follow the shape of the dose curve; as a rule, active = well fitted curve in the direction sought with a large enough effect; inconclusive = small, poorly fitted or top-dose-only effect, or another doubt; inactive = no such curve, though single readings can be large; an effect the other way counts as inactive or inconclusive. Unless noted, % is scaled to controls: 0 for no effect and ±100 for the full control effect; potency is read from the fitted curve at half-maximal effect.

SMILES	GCN5L2 inh	FEN1 inh	N370S GC mod
Clc1cccc(OCCN2CCOCC2)c1	-7%	-12%	0%
CCOC(=O)N1CCN(C(=O)CCCn2c(=S)[nH]c3ccsc3c2=O)CC1	-1%	0%	-1%
COc1ccc(S(=O)(=O)N(CC(=O)Nc2cccnc2)c2ccc(C)cc2)cc1OC	-7%	7%	.
CCN(CC)CC(=O)NCc1cc(-c2ccc(OC)cc2)no1	-12%	-1%	2%
CC(C)NC(=O)N(C)C[C@@H]1Oc2c(NC(=O)Nc3ccccc3)cccc2C(=O)N([C@H](C)CO)C[C@H]1C	-2%	1%	.
CCOc1ccc(S(=O)(=O)N2CCOCC2)cc1NC(=O)CSCc1ccc(C)cc1	-7%	-17%	.
O=C(N=C1SC2CS(=O)(=O)CC2N1Cc1ccc(Cl)cc1)C1CC1 (stereo not drawn)	-11%	1%	4%
COc1cc(/C=N/S(=O)(=O)c2ccccc2)cc(OC)c1O	-13%	-7%	-8%
COc1cc(/C=N/NC(=O)c2cn(-c3cccc(C)n3)cn2)ccc1O	-12%	-24%	16%
CCOC(=O)c1ccc(NC=C2C(=O)OC3(CCCCC3)OC2=O)cc1	0%	18%	2%
CC(Sc1ncnc2sc(-c3ccccc3)cc12)C(=O)N1CCNC1=O (stereo not drawn)	-12%	-6%	.
CCCNC(=O)CN1C(=O)NC(Cc2c[nH]c3ccccc23)C1=O (stereo not drawn)	1%	6%	5%
O=C(CCS(=O)(=O)Cc1ccc(Cl)cc1)NCCCN1CCN(c2ccccc2F)CC1	0%	5%	10%
COc1ccc(CCNC(=O)c2nnc(CS(=O)(=O)c3ccccc3)o2)cc1OC	68%[activator]	-15%	-5%
CC1=C(C(=O)Nc2cccnc2)C(c2ccncc2)n2nnnc2N1 (stereo not drawn)	-3%	5%	-4%
CCC1SC(N)=NC1=O (stereo not drawn)	-8%	-2%	1%
COc1ccccc1Nc1nc(N)nc(CSCCO)n1	3%	3%	-6%
CCN(c1ccccc1)S(=O)(=O)c1cc(C(=O)Nc2ccccc2Cl)ccc1F	-1%	-4%	8%
COc1ccc(-c2ccc(-c3nnc(Cc4ccc(OC)c(OC)c4)o3)cc2)cc1	-2%	-14%	-18%
CCc1cccc(NC(=O)C2Cc3ccccc3N2C(=O)c2ccccc2)c1 (stereo not drawn)	1%	17%	.
CCOC(=O)c1c(C)c2c(n1C)CCC/C2=N\O	-1%	-10%	7%
CCOc1ccc(CNC(=O)c2ccc(NC(=O)N3CCSc4ncccc43)cc2)cc1OC	-4%	17%	.
O=C(COc1ccccc1)NNC1=NS(=O)(=O)c2ccccc21	-5%	5%	0%
O=C(COc1cccc2cccnc12)Nc1nccs1	-3%	-17%	7%
O=C(Nc1cccc(Cl)c1)C(Cc1ccccc1)n1cccc1 (stereo not drawn)	-16%	-15%	.

Brought forward from above: 2 entries, followed by the next part.
SMILES	GCN5L2 inh	FEN1 inh	N370S GC mod
O=C(COc1cccc2cccnc12)Nc1nccs1	-3%	-17%	7%
O=C(Nc1cccc(Cl)c1)C(Cc1ccccc1)n1cccc1 (stereo not drawn)	-16%	-15%	.
COc1ccc(NC(=O)CN(C)C(=O)C(C)Oc2ccc(Br)cc2)cc1 (stereo not drawn)	-4%	-1%	-1%
Cc1ccc(S(=O)(=O)Oc2ccc(N3C(=O)C4C5CCC(C5)C4C3=O)cc2)cc1 (stereo not drawn)	-1%	6%	-1%
O=c1[nH]c(=S)[nH]c2nc(-c3cccs3)cc(C(F)(F)F)c12	-15%	?	0%
O=C(Cc1ccc2c(c1)OCCO2)Nc1ccc(Cl)c(S(=O)(=O)N2CCOCC2)c1	2%	15%	.
Cn1c(=O)c(-c2cc(F)cc(F)c2)nc2cnc(Nc3ccccc3)nc21	-7%	.	-3%
O=C(Nc1nc2ccccc2s1)c1ccc(F)cc1	1%	13%	11%
CCCSc1nc2c(c(=O)n(C)c(=O)n2C)n1Cc1ccc(C)cc1	-5%	2%	12%
O=C(c1noc2c1CCCC2)N1CCN(C(c2ccccc2)c2ccccc2)CC1	-13%	.	-10%
COc1ccc(N(C(=O)c2cnccn2)C(C(=O)NC2CCCCC2)c2ccccc2)cc1 (stereo not drawn)	-4%	1%	-5%
Cc1ccc(NC(=O)Cc2nnc(SCC(=O)NC3CCCC3)n2C)cc1	1%	17%	0%
CCOc1ccc(C(=O)Nc2nc(C)cc(C)n2)cc1[N+](=O)[O-]	2%	-2%	3%
Brc1ccccc1OCCOCCOc1cccc2cccnc12	-1%	-12%	-12%
COc1ccc(CCNC(=O)c2[nH]c(C)c(C(C)=O)c2C)cc1OC	3%	-3%	-1%
Cc1ccc(NC(=O)COC(=O)Cc2ccc(Br)cc2)cc1S(=O)(=O)N1CCOCC1	-2%	-7%	.
COc1ccc(OCCn2cncn2)cc1	-4%	1%	-3%
CCS(=O)(=O)N1Cc2ccccc2CC1C(=O)Nc1nc2c(C)cccc2s1 (stereo not drawn)	-11%	-8%	14%
C/C(=N\NC(=O)C(N)=O)c1ccc(NC(=O)c2cccs2)cc1	-7%	5%	-19%
CN(C)c1ccc(C(CNS(=O)(=O)c2cc(F)ccc2F)N2CCOCC2)cc1 (stereo not drawn)	3%	6%	.
CC(C)N(Cc1cn[nH]c1-c1ccc(-c2ccccc2)cc1)Cc1nccn1C	-5%	-12%	-29%
Cc1cccc(C)c1OCC(=O)NC1CC1	-2%	20%	17%
Cc1ccc(S(=O)(=O)Nc2ccccc2CNc2ccc(Br)cn2)cc1	-11%	-11%	13%
CC1=NN(c2ccccc2)C(=O)C1C(=O)c1ccc(Cl)cc1 (stereo not drawn)	-4%	5%	-3%
O=C(O)/C=C/c1cn(-c2ccccc2)nc1-c1cc2ccccc2oc1=O	-14%	5%	2%
CCc1ccc(Cn2nnc(C(=O)NCc3ccccc3OC)c2N)cc1	-8%	15%	-2%
O=C1CC(c2ccccc2)CC(=O)C1Sc1ccc(Cl)cc1 (stereo not drawn)	0%	6%	1%

A portion taken from the entries so far, as a working copy:
SMILES	GCN5L2 inh	FEN1 inh	N370S GC mod
COc1ccc(NC(=O)CN(C)C(=O)C(C)Oc2ccc(Br)cc2)cc1 (stereo not drawn)	-4%	-1%	-1%
Cc1ccc(S(=O)(=O)Oc2ccc(N3C(=O)C4C5CCC(C5)C4C3=O)cc2)cc1 (stereo not drawn)	-1%	6%	-1%
O=c1[nH]c(=S)[nH]c2nc(-c3cccs3)cc(C(F)(F)F)c12	-15%	?	0%
O=C(Cc1ccc2c(c1)OCCO2)Nc1ccc(Cl)c(S(=O)(=O)N2CCOCC2)c1	2%	15%	.
Cn1c(=O)c(-c2cc(F)cc(F)c2)nc2cnc(Nc3ccccc3)nc21	-7%	.	-3%
O=C(Nc1nc2ccccc2s1)c1ccc(F)cc1	1%	13%	11%
CCCSc1nc2c(c(=O)n(C)c(=O)n2C)n1Cc1ccc(C)cc1	-5%	2%	12%
O=C(c1noc2c1CCCC2)N1CCN(C(c2ccccc2)c2ccccc2)CC1	-13%	.	-10%
COc1ccc(N(C(=O)c2cnccn2)C(C(=O)NC2CCCCC2)c2ccccc2)cc1 (stereo not drawn)	-4%	1%	-5%
Cc1ccc(NC(=O)Cc2nnc(SCC(=O)NC3CCCC3)n2C)cc1	1%	17%	0%
CCOc1ccc(C(=O)Nc2nc(C)cc(C)n2)cc1[N+](=O)[O-]	2%	-2%	3%
Brc1ccccc1OCCOCCOc1cccc2cccnc12	-1%	-12%	-12%
COc1ccc(CCNC(=O)c2[nH]c(C)c(C(C)=O)c2C)cc1OC	3%	-3%	-1%
Cc1ccc(NC(=O)COC(=O)Cc2ccc(Br)cc2)cc1S(=O)(=O)N1CCOCC1	-2%	-7%	.
COc1ccc(OCCn2cncn2)cc1	-4%	1%	-3%
CCS(=O)(=O)N1Cc2ccccc2CC1C(=O)Nc1nc2c(C)cccc2s1 (stereo not drawn)	-11%	-8%	14%
C/C(=N\NC(=O)C(N)=O)c1ccc(NC(=O)c2cccs2)cc1	-7%	5%	-19%
CN(C)c1ccc(C(CNS(=O)(=O)c2cc(F)ccc2F)N2CCOCC2)cc1 (stereo not drawn)	3%	6%	.
CC(C)N(Cc1cn[nH]c1-c1ccc(-c2ccccc2)cc1)Cc1nccn1C	-5%	-12%	-29%
Cc1cccc(C)c1OCC(=O)NC1CC1	-2%	20%	17%

Following part
SMILES	GCN5L2 inh	FEN1 inh	N370S GC mod
COC(=O)N1CCC2(CC1)CCN(c1ccccn1)CC2	8%	.	0%
O=C(CN1CCN(Cc2ccccc2)CC1)Nc1cccc(Cl)c1	-14%	4%	-6%
O=C(NCc1ccccc1Cl)C1CCC(=O)N(C2CCCC2)C1 (stereo not drawn)	-4%	21%	0%
Cc1sc2nc(COC(=O)c3c(F)cccc3F)[nH]c(=O)c2c1C	-3%	10%	2%
Cc1nn(Cc2ccccc2)c(Cl)c1C(=O)OCC(=O)NC(=O)NC12CC3CC(CC(C3)C1)C2	-12%	0%	17%
CCOc1cc2c(cc1/C=C/C(=O)O)OC(C)C2 (stereo not drawn)	?	19%	22%
CCn1cc(C(=O)N2CCN(c3cccc(Cl)c3)CC2)c(=O)c2cc(S(=O)(=O)N3CCCCC3)ccc21	-13%	-17%	.
CCOc1ccc2nc(N3CCCC(C(=O)N4CCN(CC)CC4)C3)sc2c1 (stereo not drawn)	-6%	-8%	?
CCOC(=O)C1=C(CS(=O)(=O)c2ccccc2)NC(=O)NC1c1ccccc1OCC (stereo not drawn)	3%	-13%	5%
CC(NC(=O)C1CCN(S(=O)(=O)c2ccc3c(c2)NC(=O)CO3)CC1)c1ccccc1 (stereo not drawn)	-2%	-3%	-6%
O=c1[nH]n2c(=O)c3c([nH]c2c1N=Nc1cccc(C(F)(F)F)c1)CCCC3	?	?	0%
C[C@H](O)C(=O)Nc1c(I)c(C(=O)NC(CO)CO)c(I)c(C(=O)NC(CO)CO)c1I	-5%[21.4 µM]	.	30%[21.6 µM]
Clc1ccc(OCc2nc(-c3ccccn3)no2)c(Br)c1	-1%	7%	9%
CCOC(=O)c1ccccc1NC(=O)CSc1nc2ccccc2c(=O)n1CCCN1CCOCC1	-2%	-3%	.
COC(=O)CN(c1cccc(F)c1)S(C)(=O)=O	1%	1%	-3%
CCCNc1c(NS(=O)(=O)c2ccc(C)c(C)c2)c(=O)oc2ccccc12	-16%	-2%	3%
CCOc1cc(C#N)c(NC(=O)c2ccco2)cc1OCC	-4%	-5%	5%
CCCC1=Nc2cc(C(=O)NCc3ccccc3)ccc2Sc2ccccc21	-10%	-21%	.
CCN(c1ccccc1)S(=O)(=O)c1nnc(NC(=O)CC(C)C)s1	-6%	11%	-3%
S=C(NCCCn1ccnc1)Nc1cccc(Cl)c1	6%	0%	-3%
CN(CC1COc2ccccc2O1)C(=O)CSc1ncnc2sccc12 (stereo not drawn)	-1%	1%	.
COc1ccc(NC(=O)CN(C)C(=O)c2oc3c(ccc4ccccc43)c2C)cc1	-11%	?	.
O=C(O)c1ccc(NCc2ccncc2)cc1	2%	-1%	-17%
CC(C)(C)c1ccc(-n2ncc3c2CCCC3NC(=O)c2csnn2)cc1 (stereo not drawn)	0%	0%	-1%
CCC(NC(=O)c1cc(COc2ccc(C)nc2)on1)c1ccc(C)cc1 (stereo not drawn)	?	-4%	-2%
SMILES	GCN5L2 inh	FEN1 inh	N370S GC mod
CCCSCCCNC(=O)c1ccc(C)c(NC(=O)C2=C(C)OCCS2)c1	-14%	17%	-12%
N#Cc1ccccc1Cn1c(SCC(=O)Nc2ccc(F)cc2)nc2ccccc21	-7%	15%	.
Cn1c(N)c(C(=O)CSc2nnc(C3CC3)n2Cc2ccccc2)c(=O)n(C)c1=O	4%	-3%	.
Cn1c(SCC(=O)c2ccccc2)nnc1-c1cccs1	-8%	0%	14%
Cc1[nH]c2ccccc2c1C(=O)COC(=O)C1CC(=O)N(Cc2ccco2)C1 (stereo not drawn)	-1%	-1%	-14%
O=C(NC(=S)Nn1cnc2c(cnn2-c2ccccc2)c1=O)c1ccc(Cl)cc1	2%	9%	1%
CC1(C)C(=O)OC(c2cccs2)C(C)(C)C1=O (stereo not drawn)	-6%	2%	1%
COc1cccc(CNC(=O)C2CCN(S(=O)(=O)N3CCCCC3)CC2)c1	-5%	0%	3%
Cc1ccc(N(C(=O)CS(=O)CC(=O)Nc2ccc(F)cc2)C(C(=O)NC2CCCCC2)c2ccco2)cc1 (stereo not drawn)	82%[activator]	-1%	4%
O=C(C1CC1)N1CCC(c2nc(-c3ccc(S(=O)(=O)N4CCCC4)cc3)no2)CC1	0%	5%	-1%
COc1ccc(-c2nc3ncccn3c2Br)cc1	-13%	-13%	9%
CCC(C)n1c(=O)c2sccc2n2c(CCCC(=O)Nc3ccc(F)cc3)nnc12 (stereo not drawn)	-6%	-8%	.
CC(NC(=O)C1CCCN(S(=O)(=O)c2cnc[nH]2)C1)c1ccccc1 (stereo not drawn)	-5%	15%	3%
O=C(NCCc1ccccc1Cl)C1CCN(S(=O)(=O)c2cccs2)CC1	0%	-14%	-4%
Cc1ccc(C(=O)OCC(=O)c2cc(C)n(CC3CCCO3)c2C)cc1 (stereo not drawn)	-8%	0%	29%
Cc1ccc2[nH]c(=O)c(CN(CC3CCCO3)C(=S)NCc3ccco3)cc2c1 (stereo not drawn)	0%	6%	13%
CCOC(=O)c1ccc(Oc2nc(NC)nc(OC)n2)cc1	0%	3%	0%
